KCNH2 3.1 block – inhibitors of human KCNH2 3.1 potassium channel isoform | U2OS KCNH2 3.1, thallium flux FluxOr; active compounds read low | activity change, % (tested at about 1.8 µM) | actives 0.95% (n = 340,000) | AID 720553;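 active means maximum activity change below -70%; inconclusive means maximum activity change from -70% to -50%; inactive means maximum activity change above -50%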;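 further: thallium influx rate constant from kinetic fluorescence after stimulation buffer; on the % scale 0 is the no-effect control and ±100 the full control effect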
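Virally transduced U2OS (3.1 isoform, 4 h infection in dark at RT) → overnight 37 C → FluxOr + Red40 in HBSS/HEPES, 45 min → stimulation buffer, 2 min kinetic read → rate constant vs DMSO controls.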
NPC1 prom act – NPC1 promoter activation | AID 485313 | Huh7 NPC1 promoter luciferase reporter, 24 h | actives 2.4% (n = 320,000) | Potency, µM (doses to about 9.22 µM), for the others: top-dose activation, actives largely listed as activators;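 further: potency means the concentration at half of the fitted maximal effect; % of control where 0% means no effect; nearly all actives have a fitted effect of over 60% in size; reporter is driven by a mutant NPC1 promoter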
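Luminescence read-out of NPC1 promoter-driven luciferase in stably transfected Huh7 cells; compounds delivered in DMSO and left 24 h at 37C, 5% CO2, qHTS titration format.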
Rab9 promoter act – Rab9 promoter activation | Huh7 Rab9 promoter-luciferase reporter, luminescence, 24 h | Potency, µM (top dose mostly 9.22 µM), without a hit: top-dose activation, negative = inhibition, hits mostly activators | actives 2.8% (n = 320,000) | AID 485297; further: potency means the concentration at half of the fitted maximal effect; % of control where 0% means no effect; nearly all actives have a fitted effect of over 60% in size
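Quantitative HTS format; Huh7 Rab9-luciferase reporter cells (1500/well) receive compound 2 h post-plating, incubate 24 h at 37 °C, then get luciferase reagent for 10 min before luminescence reading.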
MBNL1-CUG inh – MBNL1-poly(CUG) RNA binding inhibition | Q9NR56 | TR-FRET MBNL1-His/biotin-(CUG)12 binding, 665/545 ratio | Potency, µM (doses to about 57.5 µM), for inactives: at the highest dose activity change, negative = inhibition, hits mostly inhibitors | actives 0.036% (n = 280,000); active means well fitted inhibition curve with a large enough effect in the signal ratio, with a control signal flat, not every such curve was filed as active; inconclusive means small, poorly fitted or top-dose-only effect, or effect the other way, or a change in a side signal; inactive means no such curve, though single readings can be large or run the other way; the % refers to the signal ratio; further: potency means the concentration at half of the fitted maximal effect; on the % scale 0 is the no-effect control and ±100 the full control effect
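Compounds (final 92 nM to 58 uM) are added to His-tagged MBNL1 and biotin-(CUG)12, then terbium anti-His antibody and streptavidin-XL665 (5 nM final). After 60 min at room temperature, the 665/545 nm ratio is read.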
FLuc counter – firefly luciferase modulation, counter-screen for miR-21 project. P08659. purified FLuc, Km substrates, luminescence inhibition. Potency, µM (highest dose often 57.5 µM), inactives show at the top dose activity change, negative = inhibition, actives largely listed as inhibitors. actives 6.9% (n = 360,000). AID 588342;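 further: potency means the concentration at half of the fitted maximal effect; plate controls were vehicle for no effect and reference inhibitor for full effect; nearly all actives have a fitted effect of over 55% in size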
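Purified P. pyralis luciferase (10nM final) with 10uM D-luciferin and 10uM ATP (Km levels) in 50mM Tris acetate pH 7.5, 10mM Mg acetate, 0.01% Tween-20, 0.05% BSA; qHTS 6-point titration, ~60 µM downward; luminescence read.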
Mito fusion act – blocks mitochondrial division or promotes mitochondrial fusion; AID 485298; S. cerevisiae fusion-defective mutant growth rescue, CellTiterGlo 48 h; Potency, µM (doses to about 46.1 µM), inactives show at the top dose growth rescue (activation), most hits filed as activators; actives 0.23% (n = 320,000);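 further: potency means the concentration at half of the fitted maximal effect; % of control where 0% means no effect; nearly all actives have a fitted effect of over 45% in size; temperature-sensitive fusion mutants such as fzo1-1 at 37 °C on non-fermentable ethanol glycerol medium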
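Temperature-sensitive fusion-defective S. cerevisiae (e.g. fzo1-1, mgm1-5) were grown with compound in YPEG medium (3% ethanol, 3% glycerol) for 48 hours at 37C. Growth rescue was measured as viability by CellTiterGlo luminescence after 10 minutes at ambient.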
PKM2 act – activators of human pyruvate kinase M2. Potency, µM (top dose mostly 57.5 µM), inactives show at the highest dose activation, usual class: activators. actives 0.34% (n = 260,000). AID 1631. purified PKM2, Kinase-Glo ATP luminescence, activation; response scale: 0% is enzyme alone, no compound; further: potency means the concentration at half of the fitted maximal effect; on the % scale 0 is the no-effect control and ±100 the full control effect; nearly all actives have a fitted effect of over 55% in size
Target sequence (P14618 whole entry, looked up): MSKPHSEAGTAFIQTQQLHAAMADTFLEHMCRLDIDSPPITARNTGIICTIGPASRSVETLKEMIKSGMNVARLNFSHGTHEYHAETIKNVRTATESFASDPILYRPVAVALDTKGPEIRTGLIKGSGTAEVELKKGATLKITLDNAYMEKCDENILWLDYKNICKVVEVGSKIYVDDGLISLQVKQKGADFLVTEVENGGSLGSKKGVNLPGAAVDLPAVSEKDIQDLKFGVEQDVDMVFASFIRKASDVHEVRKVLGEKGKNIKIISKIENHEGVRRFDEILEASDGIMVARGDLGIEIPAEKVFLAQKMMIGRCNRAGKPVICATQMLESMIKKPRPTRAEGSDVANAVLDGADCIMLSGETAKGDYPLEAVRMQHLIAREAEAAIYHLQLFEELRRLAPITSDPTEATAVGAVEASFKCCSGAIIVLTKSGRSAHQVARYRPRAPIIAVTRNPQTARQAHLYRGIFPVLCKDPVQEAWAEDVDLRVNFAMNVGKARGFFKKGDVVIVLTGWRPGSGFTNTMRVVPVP
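Purified hPK-M2 (>95% pure) converted ADP (0.1 mM final) to ATP with 0.5 mM PEP in 50 mM imidazole pH7.2, KCl, MgCl2, Tween 20, BSA; 1 h at room temperature. ATP detected by Kinase-Glo luminescence.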
RORgamma inh – ROR gamma (mouse) transcription inhibition; Drosophila S2 Gal4-RORgamma UAS-luciferase reporter, 20 h; actives 5.4% (n = 310,000); Potency, µM (highest dose often 53.6 µM), for inactives: top-dose activity change, negative = inhibition, most hits filed as inhibitors; AID 2551; P51450; further: potency means the concentration at half of the fitted maximal effect; on the % scale 0 is the no-effect control and ±100 the full control effect; nearly all actives have a fitted effect of over 60% in size
Target sequence (P51450 whole entry, looked up, the tested form may be a part): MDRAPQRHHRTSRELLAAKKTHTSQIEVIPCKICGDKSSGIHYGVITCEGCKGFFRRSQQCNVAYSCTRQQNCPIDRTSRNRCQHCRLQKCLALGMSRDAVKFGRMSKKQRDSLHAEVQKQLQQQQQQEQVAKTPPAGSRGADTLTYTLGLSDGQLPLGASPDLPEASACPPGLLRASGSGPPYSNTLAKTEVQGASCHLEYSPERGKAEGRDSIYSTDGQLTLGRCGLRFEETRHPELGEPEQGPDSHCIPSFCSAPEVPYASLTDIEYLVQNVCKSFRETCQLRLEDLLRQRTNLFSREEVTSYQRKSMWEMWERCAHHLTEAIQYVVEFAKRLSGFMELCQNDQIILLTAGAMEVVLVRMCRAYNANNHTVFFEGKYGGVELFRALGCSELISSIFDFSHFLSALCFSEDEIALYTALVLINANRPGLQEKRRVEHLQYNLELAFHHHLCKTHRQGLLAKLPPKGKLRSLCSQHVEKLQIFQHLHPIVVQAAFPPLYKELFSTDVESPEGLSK
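Drosophila S2 cells stably expressing Gal4-DBD/mouse RORγ fusion under metallothionein promoter plus UAS-luciferase; compound 1 h, then 700 uM CuSO4 induction for 20 h at ambient temperature; inhibition read as reduced luminescence.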
Gal4-VP16 FLuc – counter-screen for ROR gamma inhibitors: Gal4-VP16 reporter. Drosophila S2 Gal4-VP16 UAS-luciferase, luminescence, 20 h. Potency, µM (series often up to 53.6 µM), for the others: at the top dose activity, negative = inhibition, usual class: inhibitors. actives 3.5% (n = 310,000). AID 2546;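 further: Gal4-VP16 expression switched on by copper sulfate through the metallothionein promoter; potency means the concentration at half of the fitted maximal effect; on the % scale 0 is the no-effect control and ±100 the full control effect; nearly all actives have a fitted effect of over 50% in size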
ELG1 DNA repair – ELG1-dependent DNA repair inhibition; HEK293T ELG1-luciferase reporter, luminescence, 16 h; DNA damage induced by 5-fluorouridine; Potency, µM (series often up to 46.1 µM), for inactives: at the top dose activity change, negative = inhibition, most hits filed as inhibitors; actives 2.3% (n = 330,000); AID 504467; further: potency means the concentration at half of the fitted maximal effect; on the % scale 0 is the no-effect control and ±100 the full control effect; nearly all actives have a fitted effect of over 55% in size
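HEK293T cells expressing luciferase-tagged ELG1 (2,000/well) received 5-Fluorouridine plus compound or DMSO for 16 hr at 37 °C. Luciferase was read by ONE-Glo luminescence after 30 min at room temperature.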
Menin MLL FP TR – inhibitors of human menin-MLL interaction, mutant MLL peptide; O00255; Menin + Texas Red MLL mutant peptide, fluorescence polarization; Potency, µM (doses to about 61.6 µM), for the others: at the top dose FP activity change, negative = inhibition, most hits filed as inhibitors; actives 0.23% (n = 270,000); AID 1768; active means well fitted inhibition curve with a large enough effect in the polarisation, with a control signal flat, not every such curve was filed as active; inconclusive means small, poorly fitted or top-dose-only effect, or effect the other way, or a change in a side signal; inactive means no such curve, though single readings can be large or run the other way; the % refers to the polarisation; further: potency means the concentration at half of the fitted maximal effect; % of control where 0% means no effect; many of its hits are not listed in these tables
Starred values were filed as active, the others as inactive; ? = inconclusive; nt = not tested or not shown; & = joins results of further samples; [ ] = remark or other dose. Unless noted, the call rests on the fitted dose curve; in most records, active means well fitted curve in the direction sought with a large enough effect; inconclusive means small, poorly fitted or top-dose-only effect, or another doubt; inactive means no such curve, though single readings can be large; an effect the other way counts as inactive or inconclusive. Some of the compounds tested; the hit share may differ from the screen's.

SMILES	KCNH2 3.1 block	NPC1 prom act	Rab9 promoter act	MBNL1-CUG inh	FLuc counter	Mito fusion act	PKM2 act	RORgamma inh	Gal4-VP16 FLuc	ELG1 DNA repair	Menin MLL FP TR
Cc1ccc([N+](=O)[O-])cc1N=C1C(=O)Nc2ccccc21	-5	1%	-7%	?	-1%	-1%	nt	13%	2%	?	25%
O=S1(=O)CCC(=Nc2ccc(Cl)cc2)c2ccsc21	-15	-2%	-8%	1%	5%	1%	18%	-2%	6%[10 µM]	-8%	-8%
Cc1cccc(NC(=O)NCc2cccnc2)c1C	-5	1%	3%	-4%	2%	-14%	-7%	-1%	7%	-1%	nt
COc1ccc(S(=O)(=O)N2CCN(C(=O)NCc3ccc(C)cc3)CC2)cc1	9	2%	-1%	-5%	6%	-1%	7.1µM*	1%	2%	-6%	0%
CCCc1nnc(NC(=O)CCC(=O)N2CCN(CCn3c(C)ccc3C)CC2)s1	-40	3%	13%	-6%	4%	3%	1%	5%	-5%	25%	-16%
Cc1ccc(/C=C(/C#N)C(=O)NC(C)c2ccccc2)o1 (centres undefined)	7	3%	0%	?	-9%	-3%	0%	?	-81%	-1%	2%
CC(=O)N1c2ccc(S(=O)(=O)NCCC(=O)NCc3ccc(Cl)cc3)cc2CC1C (centres undefined)	5	-6%	-4%	4%	-1%	24%	nt	43%	-16%	?	14%
COc1cc(C(=O)N2CCN(c3ccccn3)CC2)cc(OC)c1OC	-4	-3%	4%	-7%	11%	1%	-16%	17%	-3%	17%	6%
O=C(Nc1ccnn1C1CCN(Cc2ccccc2OC(F)F)CC1)c1cccnc1	8	1%	-1%	-5%	0%	5%	nt	-12%	4%	7%	-29%
O=C(Nc1ccncc1)C1CC1c1ccccc1 (centres undefined)	-2	-2%	-13%	4%	2%	-6%	-4%	0%	?	0.15µM*	7%
O=C(O)c1cccc(NC(=O)c2cccc(S(=O)(=O)Nc3cccc([N+](=O)[O-])c3)c2)c1	-2	2%	4%	?	?	0%	-14%	-18%[1.91 µM]	-3%	14%	13%
COc1ccc(C2=Nc3nc(-c4ccccc4)cn3C(c3ccc(OC)cc3)C2)cc1 (centres undefined)	-19	0%	0%	-3%	-13%	19%	23%	?	?	-27%	-8%
O=Cc1c(NCc2ccco2)nc2ccccn2c1=O	14	8%	1%	13%	-17%	10%	25%	30%	-6%	?	13%
Cc1ccc(-c2noc(CN3CCCCC3)n2)cc1	6	?	?	2%	19µM*	-2%	-4%	44%	16%	?	-7%
Cc1cccc(C)c1NC(=O)C(=O)NCCOc1ccc(Cl)cc1	0	4%	4%	-2%	-1%	-8%	-1%	20%	1%	1%	6%
COc1cc(C(=O)OCC(=O)N(C)C)cc(NC(=O)c2ccco2)c1OC	6	0%	1%	-9%	3%	2%	3%	20%	-5%	?	?
CC(C)CNC(=O)/C=C/C(=O)O	10	-6%&-2%	-3%&20%	-4%&4%	-3%&1%	-1%&4%	1%&-5%	1%&6%	2%&2%	-1%&16%	7%
COC(=O)C(=N/Nc1ccccc1C(=O)OC)/C(C)=N/O	3	0%	-2%	10%	3%	-21%	-3%	-35%	-8%	-1%	nt
CCc1cccc(CC)c1NC(=O)CO/N=C(\N)CC(=O)NC1CCCCC1	3	-3%	-5%	-2%	3%	7%	1%	19%	-8%	3%	-10%
CSc1ncc(Cl)c(C(=O)Nc2ccc(NC(C)=O)cc2)n1	2	-1%	9%	25%	3%&-1%	3%	-1%	-20%	2%	-3%	-5%
CN(C)CCCOC(=O)C1c2ccccc2Oc2ccccc21	-1	-3%	2%	-4%	0%	0%	-5%	24%	-9%	7%	-11%
CCOC(=O)c1[nH]c(C)c(C(=O)Nc2ccccc2C)c1C	2	-27%	-32%[inhibitor]	-13%	-6%	5%	-11%	2%	3%	?	-20%
O=C(Nc1ccc(O)cc1C(=O)O)c1cccs1	-21	0%	-3%	-5%	3%	2%	-5%	19%	-7%	3%	-15%
COc1ccc(Cc2noc(CN3CCC(c4ccncc4)CC3)n2)cc1OC	8	-11%	-18%	-7%	-1%	1%	4%	?	?	-14%	1%
CCc1c(C(=O)NCc2ccc3c(c2)OCO3)[nH]c(C)c1C(C)=O	-6	-1%	7%	2%	-3%	-2%	-3%	5%	4%	-8%	-2%
Cc1ccc(N2CCN(C(=O)c3ccccc3F)CC2)c(C)c1	-1	-4%	1%	-5%	3%	20%	0%	-33%	-1%	-26%	-5%
CCOC(=O)Cc1csc(NC(=O)CC)n1	-6	-4%	-2%	-5%	1%	1%	0%	18%	1%	11%	-16%
O=C(CCN1CCN(S(=O)(=O)c2ccc(Cl)cc2)CC1)Nc1ccccc1F	25	-5%	-2%	0%	-1%	-5%	10%	-2%	-5%	?	-9%
COC(=O)c1ccc(C2C(C(C)=O)=C(O)C(=O)N2CCO)cc1 (centres undefined)	-7	-6%	-1%	-8%	6%	0%	-2%	9%	-1%	3%	5%
COc1cc(C(c2sc3nc(C)nn3c2O)N2CCC3(CC2)OCCO3)cc(OC)c1OC (centres undefined)	-5	-3%	7%	3%	1%	-2%	2%	16%	-3%	-16%	-3%
COc1ccc(C2CC(c3c(-c4ccccc4)c4cc(Cl)ccc4[nH]c3=O)=NN2C(=O)CCC(=O)O)cc1 (centres undefined)	6	-5%	-4%	7%	-13%	2%	-1%	-1%	-4%	33%	-1%
Cc1cc(C(N)=O)nn1-c1c(Cl)cc(Cl)cc1Cl	-27	0%	9%	nt	-2%	1%	-4%	33%	0%	13%	nt
CCN(CC)CCNC(=O)C1(O)c2cc(Br)ccc2NC(=O)N1c1c(F)cccc1F (centres undefined)	3	-5%	-6%	0%	0%	-3%	nt	5%	2%	-10%	11%
Cc1ccc(C(=O)NCc2ccc(F)cc2)cc1NC1=NC2CS(=O)(=O)CC2S1 (centres undefined)	1	-6%	0%	-2%	-1%	-2%	-1%	0%	-2%	-8%	2%
CC(=O)Oc1ccc(N2C(=O)C3C4C=CC(CC4)C3C2=O)cc1[N+](=O)[O-] (centres undefined)	5	10%	-4%	?	-5%	2%	3%	-6%	-12%	?	18%
COc1cccc(C(=O)NCCC2=CCCCC2)c1	-3	0.56µM*	0.63µM*	-1%	3µM*	-6%	1%	?	?	?	-7%
COc1cc(/C=C2/C(=O)ON=C2C)ccc1OCc1cccc(F)c1	-10	-2%	-2%	-6%	?	2%	13%	-4%	15%	?	51%[activator]
Cc1cccc(Cn2cnc3c(sc4nc(C)cc(C)c43)c2=O)c1	7	-3%	11%	0%	-5%	-5%	10%	-14%	-16%	8%	1%
O=C(O)c1cccc(Cn2c(Cl)c(/C=N/NC(=O)c3ccccc3Cl)sc2=O)c1	6	1%	-5%	?	-16%	-9%	-7%	-32%	2%	10%	-1%
C=CCN(CC=C)C(=O)c1cc2ccccc2c(=O)o1	9	-2%	1%	11%[11.5 µM]	-2%	?	-4%	0%	-1%	-5%	1%
CCN(CC)C(=O)CC(c1ccc(F)cc1)c1ccco1 (centres undefined)	6	16%	-1%	9%	1%	3%	?	6%	9%	3%	?
NC(=O)NC(=O)CSc1nc2sc(-c3ccccc3)cc2c(=O)n1-c1ccccc1	2	1%	-8%	4%	-10%	-1%	10%	20%	5%	3%	22%
COc1ccc(OCC(=O)Nc2nonc2NC(=O)COc2ccc(OC)cc2)cc1	4	1%	2%	-4%	1.9µM*	-1%	1%	-10%	-4%	9%	8%
COc1ccc2nc(SCC(=O)NCc3ccc(F)cc3)[nH]c2c1	27	2%	-3%	-6%	1%	-1%	nt	31%	1%	-13%	nt
COc1ccc(N2CCN(CCNC(=O)c3ccc(NC(=O)C4CCCO4)cc3)CC2)cc1 (centres undefined)	12	5%	-6%	2%	2%	-2%	-8%	5%[0.365 µM]	nt	6%	-2%
O=C(OCc1nc2ccsc2c(=O)[nH]1)c1ccc(Cl)nc1	-5	-1%	-3%	nt	6%	3%	nt	nt	nt	-10%	nt
O=C(Nc1ccc2nc3n(c(=O)c2c1)CCCCC3)C(=O)N1CCN(c2ccc(F)cc2)CC1	-24	-3%	-2%	-1%	-16%	2%	nt	-1%	-10%	?	nt
